PI4K2A inh = qHTS for small molecular inhibitors of PI4K2A; Phosphatidylinositol 4-kinase type 2-alpha (Homo sapiens), Q9BTU6; purified PI4K2A, ADP-Glo luminescence, 1 h; hits give low values; 420,000 compounds, 0.13% hits; activity change, negative = inhibition, % at 76.9 µM; in the data active = activity change below about -50%; inconclusive = mostly about -30% to -49%;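 also: -100% = wells without enzyme as full effect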
Target sequence (Q9BTU6 whole entry, looked up): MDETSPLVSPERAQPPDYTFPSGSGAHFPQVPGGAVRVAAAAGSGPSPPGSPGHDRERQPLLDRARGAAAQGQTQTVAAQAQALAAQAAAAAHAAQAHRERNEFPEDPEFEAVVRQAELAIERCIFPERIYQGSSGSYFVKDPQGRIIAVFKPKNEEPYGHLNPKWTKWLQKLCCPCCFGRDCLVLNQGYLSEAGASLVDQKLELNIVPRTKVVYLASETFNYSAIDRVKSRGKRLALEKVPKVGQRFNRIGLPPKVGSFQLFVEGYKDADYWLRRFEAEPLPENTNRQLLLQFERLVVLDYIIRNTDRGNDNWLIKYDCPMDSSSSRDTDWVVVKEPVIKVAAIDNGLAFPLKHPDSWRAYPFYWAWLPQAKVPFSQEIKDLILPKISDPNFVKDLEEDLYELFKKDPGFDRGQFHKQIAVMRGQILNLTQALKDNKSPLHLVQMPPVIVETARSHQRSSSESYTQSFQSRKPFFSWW
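Compounds are screened against recombinant PI4K2A using PI as substrate and ATP, the latter dispensed at 300 microM. Reactions run one hour at ambient temperature before ADP-Glo detection; full inhibition defined by wells lacking enzyme.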
TrxR1 inh = qHTS Assay for Inhibitors of Mammalian Selenoprotein Thioredoxin Reductase 1 (TrxR1): qHTS; Thioredoxin reductase 1, cytoplasmic (Rattus norvegicus), O89049; recombinant rTrxR1, NADPH fluorescence consumption, selenite substrate; Potency, µM (highest dose often 114 µM), inactives show at the highest dose activity change, negative = inhibition, hits mostly inhibitors; 390,000 compounds, 1% hits; also: potency is read from the fitted curve at half-maximal effect; % is scaled to controls: 0 for no effect and ±100 for the full control effect; nearly all actives have a fitted effect of over 65% in size
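Rat TrxR1 (90 nM in the dispensed reagent) was pre-reduced with 400 uM NADPH for 5 min at room temperature, then incubated with compound for 15 min. After 400 uM selenite was added, NADPH fluorescence (Ex 340/Em 450 nm) was followed for 8 min.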
HP1b binding inh = HTS for Inhibitors of HP1-beta Chromodomain Interactions with Methylated Histone Tails. Chromobox protein homolog 1 (Homo sapiens), P83916. AlphaScreen HP1-beta / biotin-H3K9me3 peptide binding. 390,000 compounds, 0.56% hits. Potency, µM (titrated, usually from 114 µM), for inactives: top-dose activity change, negative = inhibition, hits mostly inhibitors; also: potency is read from the fitted curve at half-maximal effect; nearly all actives have a fitted effect of over 70% in size; inactives centre near 23
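Compound inhibition of the preformed complex between 50 nM HP1-beta and 50 nM biotinylated H3K9me3 peptide was read by AlphaScreen. Buffer was PBS pH 7.4 with 0.01% Tween-20. Incubations ran 30 min at room temperature, with 10 ug/mL donor/acceptor beads.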
USP1-UAF1 inh = Inhibitors of USP1/UAF1: Primary Screen; recombinant USP1/UAF1, Ub-Rhodamine cleavage fluorescence; Potency, µM (highest dose often 57.1 µM), for the others: at the top dose activity change, negative = inhibition, hits mostly inhibitors; 390,000 compounds, 0.23% hits; also: potency is read from the fitted curve at half-maximal effect; % is scaled to controls: 0 for no effect and ±100 for the full control effect; nearly all actives have a fitted effect of over 60% in size; inactives centre near -12
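Step one: compound is pinned into 1nM USP1/UAF1 in HEPES pH 7.8 buffer with TCEP. Step two: 15 min room-temperature incubation. Step three: Ub-Rho (150nM final) starts cleavage, tracked by fluorescence over six one-minute reads.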
mIDH1 inhibitor = qHTS for Inhibitors of mutant isocitrate dehydrogenase 1 (IDH1): qHTS; Potency, µM (highest dose often 76.6 µM), for inactives: at the highest dose activity change, negative = inhibition, usual class: inhibitors; 390,000 compounds, 0.093% hits; Isocitrate dehydrogenase [NADP] cytoplasmic (Homo sapiens), O75874; AID 602179, 2012; IDH1-R132H enzyme, NADPH consumption, diaphorase/resazurin fluorescence; also: potency is read from the fitted curve at half-maximal effect; % is scaled to controls: 0 for no effect and ±100 for the full control effect; nearly all actives have a fitted effect of over 65% in size
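IDH1-R132H (0.5 ug/mL) preincubated 30 min with compound, then NADPH (0.016 mM) and alpha-KG (2 mM) added; 80 min at RT, pH 7.5. Remaining NADPH coupled via diaphorase/resazurin to fluorescence (540/590 nm); concentration-response curves normalized to no-enzyme control.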
TrxR1 substrate = qHTS Assay for Substrates of Mammalian Selenoprotein Thioredoxin Reductase 1 (TrxR1): qHTS; Potency, µM (series often up to 114 µM), without a hit: at the highest dose activity change, negative = substrate turnover; purified TrxR1 substrate turnover, NADPH consumption readout; 390,000 compounds, 0.01% hits; also: potency is read from the fitted curve at half-maximal effect; % is scaled to controls: 0 for no effect and ±100 for the full control effect; nearly all actives have a fitted effect of over 50% in size
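Rat TrxR1, dispensed at 90 nM, was prereduced with 400 uM NADPH (final) for 5 min at ~22 deg C, then incubated with compound 15 min before 400 uM selenite. A first-read NADPH fluorescence drop versus no-compound background flagged substrates.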
PGK inhibitor = qHTS Assay to Find Inhibitors of Phosphoglycerate Kinase | Phosphoglycerate kinase, glycosomal (Trypanosoma brucei brucei), P07378 | PGK/GAPDH coupled, Kinase-Glo luminescence, 60 min | Potency, µM (doses to about 57.5 µM), for the others: at the highest dose activity change, negative = inhibition, hits mostly inhibitors | 380,000 compounds, 0.043% hits | AID 602233, 2012; also: potency is read from the fitted curve at half-maximal effect; % is scaled to controls: 0 for no effect and ±100 for the full control effect; nearly all actives have a fitted effect of over 60% in size
Target sequence (P07378 whole entry, looked up): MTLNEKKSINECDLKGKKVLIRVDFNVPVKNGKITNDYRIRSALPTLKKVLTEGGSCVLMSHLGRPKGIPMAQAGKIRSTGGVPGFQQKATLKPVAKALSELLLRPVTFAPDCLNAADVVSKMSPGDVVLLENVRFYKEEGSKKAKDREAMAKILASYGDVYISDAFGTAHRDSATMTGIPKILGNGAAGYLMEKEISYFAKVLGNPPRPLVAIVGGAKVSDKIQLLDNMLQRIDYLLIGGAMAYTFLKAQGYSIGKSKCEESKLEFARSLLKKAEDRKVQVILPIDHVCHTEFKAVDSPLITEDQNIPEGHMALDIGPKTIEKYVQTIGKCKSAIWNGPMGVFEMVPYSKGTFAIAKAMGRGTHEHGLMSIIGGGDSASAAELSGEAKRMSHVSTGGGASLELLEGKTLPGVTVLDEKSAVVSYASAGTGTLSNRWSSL
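Recombinant glycosomal PGK reaction used 1,3-bisphosphoglycerate generated in-well by GAPDH (100nM final) in 100mM TEA pH 7.6, 5mM MgCl2, 0.01% Tween-20. After 60 minutes at room temperature, ATP was read by Kinase-Glo Plus luminescence end-point.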
GLS inhibitor = qHTS for Inhibitors of Glutaminase (GLS); GLS enzymatic activity, qHTS titration; 410,000 compounds, 0.21% hits; Potency, µM (series often up to 45.5 µM), for inactives: at the top dose activity change, negative = inhibition, actives largely listed as inhibitors; Glutaminase kidney isoform, mitochondrial (Homo sapiens), O94925; also: potency is read from the fitted curve at half-maximal effect; % is scaled to controls: 0 for no effect and ±100 for the full control effect
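Enzyme dispensed in phosphate buffer (45 mM, pH 8.2, 0.02% Tween-20), compounds pinned in, then 1 mM L-glutamine solution and the glutamate oxidase–HRP–Amplex Red mix added; fluorescence read immediately and again after 30 min at room temperature.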
Pin1 inhibitor = qHTS Assay to Find Inhibitors of Pin1; Peptidyl-prolyl cis-trans isomerase NIMA-interacting 1 (Homo sapiens), Q13526; 390,000 compounds, 0.009% hits; Pin1 FP peptide displacement, HiFluor488, 10 min; Potency, µM (titrated, usually from 115 µM), inactives show at the highest dose activity, negative = inhibition, most hits filed as inhibitors; active = well fitted inhibition curve with a large enough effect in the polarisation, with a control signal flat, not every such curve was filed as active; inconclusive = small, poorly fitted or top-dose-only effect, or effect the other way, or a change in a side signal; inactive = no such curve, though single readings can be large or run the other way; the % refers to the polarisation; also: potency is read from the fitted curve at half-maximal effect; % is scaled to controls: 0 for no effect and ±100 for the full control effect
* hit, by the source's call; i = inactive; ? = inconclusive; . = no result given; & = joins results of further samples; [ ] = another dose, or the depositor's remark. Unless noted, calls follow the shape of the dose curve; as a rule, active = well fitted curve in the direction sought with a large enough effect; inconclusive = small, poorly fitted or top-dose-only effect, or another doubt; inactive = no such curve, though single readings can be large; an effect the other way counts as inactive or inconclusive.

Compound | PI4K2A inh | mIDH1 inhibitor | TrxR1 substrate | USP1-UAF1 inh | PGK inhibitor | Pin1 inhibitor | TrxR1 inh | HP1b binding inh | GLS inhibitor
CC(=O)OCCN1c2ccccc2Sc2cnccc21 | -2 | -2% | . | -11% | 3% | . | . | . | 21%
Nc1nc2c([N+](=O)[O-])cccc2s1 | 5 | 3% | -6%[57.1 µM] | 7% | -1% | -3% | -8%[57.1 µM] | 27% | 1%
CCc1ccc(CCC(=O)Nc2ccc(C(C)=O)cc2)o1 | -1 | -2% | -9% | 0% | -2% | 4% | -12% | -9% | -2%
COC(=O)c1cnn2c(C)c(Cc3c(C)cc(C)cc3C)c(C)nc12 | -8 | 13% | 11%[57.1 µM] | -22% | i | 2% | 12%[57.1 µM] | 30% | -1%
COc1cccc(/C=N/n2c(COc3ccccc3)n[nH]c2=S)c1OC | 4 | -2% | -13% | -22% | -8% | -2% | ? | -13% | 0%
CCN(CC)S(=O)(=O)c1ccc(N2CC(C(=O)NCc3ccc4c(c3)OCO4)CC2=O)cc1 (centres undefined) | -1 | -17% | -5% | -13% | -6% | 16% | 16% | 16% | -1%
COc1ccc(-c2cc(C(=O)Nc3cccc(O)c3)on2)cc1OC | -3 | 12% | 6%[11.4 µM] | -5% | -1% | 0% | 24% | -9% | 3%
COc1cccc(-c2nc(-c3ccc(NC(=O)c4cccs4)cc3)no2)c1 | -6 | 3% | 43%[activator] | -11% | 2% | 4% | 19% | 20% | 3%
CCOc1ccccc1N(C)C(=O)c1cc(S(=O)(=O)NCc2ccc(C)cc2)ccc1F | -2 | 2% | 1%[57.1 µM] | -26% | -2% | 2% | 8%[57.1 µM] | 0% | -2%
CC(C)n1c(O)c(N=Nc2ccc(Cl)c(C(=O)O)c2)c2ccccc21 | -4 | -1% | -7% | ? | -13% | 20% | 1% | 5% | 26%
CCOc1ccccc1N(CC(=O)Nc1ccccc1C(=O)O)S(C)(=O)=O | 5 | 9% | 9%[57.1 µM] | -8% | -7% | -15% | 22%[57.1 µM] | 22% | 14%
O=C(COC(=O)c1ccccc1Cl)NCCC1=CCCCC1 | 2 | -2% | -3% | -4% | 4% | 2% | 2% | 47%[activator] | 10%
Cc1cccc(NC(=O)C2(c3ccc([N+](=O)[O-])cc3)CCCC2)c1 | -1 | 3% | 0% | -18% | -2% | ? | 22% | 12% | -6%
O=C(COc1ccc(Br)cc1Cl)NC1CCN(Cc2ccccc2)CC1 | 5 | 0% | -1% | -9% | i | -6% | 25% | 19% | -21%
O=C(NC1CCCCC1)c1ccc2c(c1)N(Cc1ccc(F)cc1)C(=O)c1ccccc1S2(=O)=O | -10 | . | -13% | -18% | . | 1% | -6% | 33% | 2%
COc1cc2c(N3CCOCC3)cc(O)c(CC(=O)Nc3ccccc3)c2cc1OC | 0 | 11% | 31%[activator] | -1% | -5% | 0% | 27% | 9% | 9%
Cc1ccc2c3c([nH]c2c1)C(=O)CC(C)(C)S3 | 0 | -2% | 3%[57.1 µM] | 4% | 0% | 15% | 16%[57.1 µM] | 32% | 6%
c1ccc(Oc2ccc(-n3cnnn3)cc2)cc1 | -3 | 7% | 2%[57.1 µM] | -6% | -1% | -6% | 2%[57.1 µM] | 25% | 0%
CCOc1cc(/C=N/n2cnnc2)ccc1OS(=O)(=O)c1ccccc1 | 0 | 7% | 3%[57.1 µM] | -14% | -4% | 1% | 7%[57.1 µM] | 31% | 7%
NC(=O)c1sc2nc(-c3ccccc3)ccc2c1N | -1 | -3% | 10% | -11% | 10% | -6% | 17% | 38% | -3%
Clc1ccccc1/C=C/C=N/Nc1nc(N2CCOCC2)nc(N2CCOCC2)n1 | 0 | -6% | -18%[57.1 µM] | -17% | i | 2% | 11%[57.1 µM] | 20% | -2%
COC(=O)/C(=C\c1ccc2c(c1)c1ccccc1n2C)NC(=O)c1ccccc1 | -1 | 7% | 8% | -8% | -3% | 36%[activator] | 23% | 11% | 0%
CC(C)c1nc2n[nH]c(N)c2c2c1CCC2 | -5 | 5% | 4% | -6% | 3% | 2% | 8% | 54%[activator] | 38%[activator]
O=C(Nc1ccccc1)C1CCN(C(=O)c2ccc([N+](=O)[O-])cc2)CC1 | 3 | -9% | -2%[57.1 µM] | -22% | -7% | 0% | 15%[57.1 µM] | 7% | 15%
COc1ccc(C2CC(=O)Oc3c(C(CCN4CCN(c5ccccc5)CC4)c4ccc(N(C)C)cc4)c(OC)cc(OC)c32)cc1 (centres undefined) | 2 | -4%[38.3 µM] | -4%&1% | ? | i | -5%&-4% | 28%[57.1 µM] | ? | 19%
Cc1nn(CCC(=O)NCc2ccc(N(C)C)cc2)c(=O)c2nn(-c3ccccc3)c(C)c12 | -2&2 | -11%&4% | 15%[57.1 µM] | ? | -10% | 4%&-11% | 35%[57.1 µM] | 43%&-6%[activator] | 32%&37%[activator]
CC(C)(C)C1CCc2c(sc(NC(=O)CSc3ncn[nH]3)c2C#N)C1 (centres undefined) | -8 | 12% | 4%[57.1 µM] | -12% | -1% | 4% | 12%[57.1 µM] | -29% | 4%
CCOC(=O)c1c(NC(=O)COC(=O)CCCOc2ccc(OC)cc2)sc(C(=O)NC)c1C | -3 | 1% | -5% | -5% | i | 4% | 1% | 16% | 2%
COc1ccc(C(=O)OCC(=O)Nc2nc3c(F)c(F)c(F)cc3s2)cc1OC | -3 | 1% | 10%[57.1 µM] | -19% | -1% | 6% | 20%[57.1 µM] | 24% | 4%
COC(=O)C1=C(CN2CCCc3ccccc32)NC(=O)NC1c1ccc(F)cc1 (centres undefined) | 1 | 0% | 4% | -24% | . | 0% | -14% | 11% | -1%
Cc1ccc(S(=O)(=O)N2CCN(C(=O)c3ccc(N4CCCCC4)c([N+](=O)[O-])c3)CC2)cc1 | 0 | 0% | -9% | -14% | 2% | -12% | 7% | -20% | 0%
Cc1ccccc1NC(=O)c1ccc2c(c1)CCN2S(C)(=O)=O | -4 | 1% | 8%[57.1 µM] | -7% | 7% | 6% | 18% | 10% | 7%
Cn1cnnc1SCC(=O)Nc1ccc(S(=O)(=O)N2CCOCC2)cc1 | -1 | -4% | 2% | -19% | 1% | 7% | 14% | 36% | 0%
NS(=O)(=O)c1cccc(NC(=O)CSc2nnc(C3CC3)n2-c2ccccc2)c1 | 5 | 1% | -4% | ? | -4% | 0% | -10% | 27% | -5%
Cc1cc(N2CCCCC2)nc(N2CCCCC2)n1 | 0 | 0% | 3% | -21% | -6% | 3% | 20% | 22% | -6%
O=C1C2CCCN2C(=O)N1CCCN1CCN(c2cccc(Br)c2)CC1 (centres undefined) | 3 | 8% | 4% | -23% | -2% | 3% | 30% | 24% | -5%
COc1cc(/C(C)=N\NC(=O)CSc2nc3ccccc3n2C)ccc1O | -1 | 30%[activator] | 2% | -26% | -9% | 1% | 12% | 31% | 30%[activator]
COc1ccccc1N1CCN(C2CCN(C(=O)c3ccc(F)cc3)CC2)CC1 | -1 | -1% | -3% | -17% | 4% | -5% | -10% | 21% | 13%
Nc1ccc(S(=O)(=O)c2ccc(NC(=O)c3cccnc3)cc2)cc1 | -6 | 0% | -4% | -12% | 5% | -2% | 1% | 25% | -18%
CCn1c(C)nc2cc(C(=O)N/N=C/c3ccc(O)c(O)c3O)ccc21 | -10 | 18% | -18% | -7% | -12% | ? | -6%[57.1 µM] | 8.9µM* | ?
CCN(CC)S(=O)(=O)c1cccc(-c2n[nH]c(=S)n2CC(C)C)c1 | -4 | 2% | 9%[57.1 µM] | -26% | -3% | -8% | 11%[57.1 µM] | 8% | 88%[activator]
CCOC(=O)C1=C(N)N2C(=O)C(C)SC2=C(C(=O)OCC)C1c1ccccc1 (centres undefined) | 10 | -2% | -6% | -1% | 5% | 1% | 9%[57.1 µM] | 33% | -1%
COc1ccc(NC(=O)CC2C(=O)N(c3ccc(C)cc3)C(=O)N2Cc2ccc(C)cc2)cc1 (centres undefined) | -1 | 0% | -3% | -9% | -9% | -4% | 5% | 28% | ?
COc1ccc(OC)c(NC(=O)Cc2coc3ccc(C(C)C)cc23)c1 | -1 | 22% | -10% | -18% | -2% | ? | 17% | 22% | 10%

This is a subset; rates above refer to the full screens.
